H9c2 TAG inh – inhibitors of triacylglycerol accumulation, primary screen, cell-based, uHTS, fluorescence, H9c2; 0.66% of 230,000 active; H9c2 cells, Nile Red lipid (TAG) fluorescence; cells loaded with 200 µM oleic acid; inhibition, % at 12.5 µM;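 active = pattern-corrected inhibition of lipid staining of at least 50% with the nuclear-stain viability signal not falling by more than 50%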;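 also: 0% = DMSO wells and 100% = triacsin C control wells; some results filed as inactive read as strong as hits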
H9c2 TAG inh DAPI viability – second read-out of H9c2 TAG inh, no call of its own (marks repeat the call); DAPI nuclei signal change (viability), lower = more cytotoxic, %;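 whole-well DAPI fluorescence read on a plate reader as a viability signal; minus 50 percent equals half of cells still viable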
* = called active by the depositor. These rows are one share of the data; the hit share may differ from the screen's.

Sequence of screens – H9c2 TAG inh	H9c2 TAG inh DAPI viability
CS(=O)(=O)N(CCc1ccccc1)CC(=O)N1CCN(Cc2ccc3c(c2)OCO3)CC1
→ -2	6
CC1(C(=O)NS(=O)(=O)c2ccccc2OC(F)(F)F)CCN1C(=O)Cc1ccccc1 (stereo not given)
→ 10	-7
OCCNc1nc(Nc2ccccc2O)nc(N2CCCC2)n1
→ 3	0
C=CCn1c(N)cc(=O)nc1SCC(=O)Nc1ccccc1
→ -10	9
COc1ccc(NC(=O)Nc2ccc(C)cc2Br)c(OC)c1
→ 1	0
OCC1OC(n2cnc3c(N4CCCC4)ncnc32)C(O)C1O (stereo not given)
→ 8	-12
CCOc1ccc(S(=O)(=O)Nc2cccc(C(=O)NCC(c3ccco3)N3CCCC3)c2)cc1 (stereo not given)
→ 3	-1
Cc1ccc(S(=O)(=O)NCCCCCC(=O)NC(C)(C)CO)cc1
→ 11	-10
COc1ccc(CNC(=O)c2ccc(=O)oc2)cc1OC
→ 4	-1
COc1cc2ncnc(NCc3ccccc3C)c2cc1OC
→ 6	0
CCC(=O)c1ccc(OC(=O)N2CCOCC2)cc1
→ -6	-6
Cc1ccc2c(c1)C(O)(C1COC(C)(C)CC1=O)C(=O)N2C (stereo not given)
→ 11	-7
Cc1[nH]n(-c2ccccc2)c(=O)c1C(=O)c1ccc(Cl)cc1
→ 7	-8
Cc1c(Cl)cccc1NC(=O)N1CCCC1
→ -4	-3
COc1ccc(CCNC(=O)COC(=O)c2ccccc2NCCO)cc1OC
→ 3	12
C=CCNc1scc(-c2ccccc2)[n+]1CC=C
→ 17	-5
O=C(CC12CC3CC(CC(C3)C1)C2)NCC(=O)N1CCc2ccccc2C1
→ 15	-16
COc1cccc(NC(=O)CN(C)C(=O)C(C)Sc2ccccc2)c1 (stereo not given)
→ -11	-1
c1ccc2c(C[C@@H]3CNCCN3CC3CCCCC3)cccc2c1
→ -4	5
COc1ccc(S(=O)(=O)N2CCC(C(=O)Nc3nnc(C)s3)CC2)cc1OC
→ 4	-4
CC(C)CC(N)c1csc(NC(=O)C(c2ccccc2)c2ccccc2)n1 (stereo not given)
→ 123	-75
C#CCOC(=O)C[N+](C)(C)CC=C
→ 9	-2
Cc1nn(-c2ccc(F)cc2)c2sc(C(=O)N3CCCCCC3)cc12
→ 38	0
N=c1sccn1CC(=O)Nc1cccc(S(N)(=O)=O)c1
→ -5	-4
CCc1ccc(OCC(=O)O/N=C(\N)c2cccnc2)cc1
→ 7	-8
CCOC(=O)C1=C(C)N(c2ccccc2)C(=O)/C1=C\c1ccc(O)c(OC)c1
→ -6	7
CS(=O)(=O)N(CC(=O)O)Cc1cccc(CN(CC(=O)O)S(C)(=O)=O)c1
→ -47	-6
COc1ccccc1CNC(=O)C(NC(=O)C1CCCCC1)C(C)C (stereo not given)
→ 11	4
C#CCOCCOCCOCCNc1nc(N2CCN(C(=O)[C@H](CCCCN)n3cc([C@@H](N)C(C)CC)nn3)CC2)nc(N2CCN(C(=O)[C@H](Cc3cc4ccccc4[nH]3)n3cc([C@@H](N)C(C)CC)nn3)CC2)n1 (stereo not given in full)
→ -27	39
O=C(OCCC1Oc2cccnc2NC1=O)c1ccc(Cl)cc1 (stereo not given)
→ -6	11

Laid out differently: entries from further up.
compound: Cc1nn(-c2ccc(F)cc2)c2sc(C(=O)N3CCCCCC3)cc12
  H9c2 TAG inh: 38
  H9c2 TAG inh DAPI viability: 0

compound: N=c1sccn1CC(=O)Nc1cccc(S(N)(=O)=O)c1
  H9c2 TAG inh: -5
  H9c2 TAG inh DAPI viability: -4

compound: CCc1ccc(OCC(=O)O/N=C(\N)c2cccnc2)cc1
  H9c2 TAG inh: 7
  H9c2 TAG inh DAPI viability: -8

compound: CCOC(=O)C1=C(C)N(c2ccccc2)C(=O)/C1=C\c1ccc(O)c(OC)c1
  H9c2 TAG inh: -6
  H9c2 TAG inh DAPI viability: 7

(next part)
Sequence of screens – H9c2 TAG inh	H9c2 TAG inh DAPI viability
COc1ccccc1C(=O)NCC(=O)N(C)Cc1nc2ccccc2c(=O)[nH]1
→ -16	3
O=[N+]([O-])c1ccccc1Nc1cccnc1
→ 11	-7
O=C(c1ccccc1Cl)N(Cc1ccccc1F)N1C(=O)CCCC1=O
→ 0	-7
Cc1ccc(-c2nc3ccc(Cl)cc3n2OC(C)C(=O)O)cc1 (stereo not given)
→ 5	-3
Oc1ccc(/C=N/Nc2nccnc2Cl)cc1
→ 2	6
NS(=O)(=O)c1ccc(NC(=S)N2CCN(C(=O)C3CCCO3)CC2)cc1 (stereo not given)
→ 17	4
CCOC(=O)Cc1cc(=O)n2[nH]c(C)cc2n1
→ 4	-9
CC(C)C(=O)N1CCC(CN=CC2=C(O)CC(C)(C)CC2=O)CC1
→ -8	-9
CCc1ccc(-c2csc3ncn(Cc4ccc(C(=O)O)cc4)c(=O)c23)cc1
→ 5	2
COc1ccc(CNC(=O)Cn2cnc3c(SC)nc(N)nc32)cc1
→ -30	9
COc1ccc(N2C(=O)C3ON(C4SC(=S)N(C)C4(C)C)C(c4ccc([N+](=O)[O-])cc4)C3C2=O)cc1 (stereo not given)
→ 14	-11
CC1C(=O)OC(c2ccc(Br)cc2)C(C)(C)C1=O (stereo not given)
→ -2	-1
CN(C)S(=O)(=O)c1cccc(NC(=S)NCc2ccco2)c1
→ -55	5
CC(=O)O[C@@H]1[C@H]2[C@@H](C[C@@H](C)[C@@H]3C=CC(=O)[C@@]13C)OC(=O)[C@@H]2C
→ -26	8
CCCNC(=O)C1(C)CCCN(C(=O)c2ccc(OC)cc2OC)C1 (stereo not given)
→ 3	-9
Cn1c(=O)[nH]c(=O)c2c1nc(N1CCCCCC1)n2Cc1cccc2ccccc12
→ -9	2
CC(=O)c1ccc(NC(=O)N2CCN(c3ccc(C)cc3)C(C)C2)cc1 (stereo not given)
→ -8	-8
COc1ccccc1S(=O)(=O)N(C)C[C@H]1OCc2cnnn2CCCC(=O)N([C@H](C)CO)C[C@H]1C
→ 12	-3
Cc1c(Cc2ccccc2)c(=O)oc2cc(O)cc(O)c12
→ -4	47
CCN(CC(=O)Nc1c(F)cccc1F)C(=O)C1CCN(S(=O)(=O)c2ccc(C)c(C)c2)CC1
→ -2	-5
CN(CC(=O)Nc1cccc(F)c1)C(=O)c1cc(S(=O)(=O)N2CCN(c3ccccc3)CC2)ccc1Cl
→ -11	10
O=C(CN1CCCCC1)NC(=O)Nc1ccccc1F
→ 0	-3
C=CCN(c1ccc(C(=O)NCCN2CCOCC2)cc1)S(C)(=O)=O
→ -4	0
COc1cccc(N2CCN(C(=O)C3CCN(S(=O)(=O)c4cccs4)CC3)CC2)c1
→ 7	-5
N#CC(c1ccc(=O)[nH]n1)c1ccc(Cl)cc1Cl (stereo not given)
→ 8	4
CNS(=O)(=O)c1cc(OCC(N)=O)c(C)cc1Cl
→ 13	-3
COC(=O)c1c[nH]n2c(=O)c(C(C)C)c(C)nc12
→ -11	-3
CC(C)(C)c1ccc(NC(=O)CSc2n[nH]c(=O)n2C2CC2)cc1
→ 15	-8
Nc1nnnn1NCc1cccc(OCc2ccccc2)c1
→ -20	7
COCC1CCN(Cc2c(C(=O)N3CCc4ccccc4C3)nc3ccc(Cl)cn23)C1 (stereo not given)
→ 2	5
CCOC(=O)C(=N/O)/C(C)=N/NC(C)=O
→ 11	-3
O=C(O)c1cc2ccccc2n1-c1ccccc1
→ 0	-11
COCCNCC(=O)Nc1ccc(C)c(S(=O)(=O)N2CCCCC2)c1
→ -5	16
CCOc1ccc(/C=C/[N+](=O)[O-])c2ccccc12
→ -7	-10
O=C(COC(=O)c1cccc(Cl)c1Cl)NCCN1C(=O)CSC1=O
→ 3	-4
O=C(Cc1ccccc1)N1CCC(c2ccccc2)C1 (stereo not given)
→ -4	-2
Cc1noc(N)c1C(=O)Nc1ccc(F)cc1
→ -12	5
O=C(c1ccc(Cl)s1)N1CCN(c2nc3ccccc3s2)CC1
→ -17	2
CCCCCCCn1c2c(c(=N)c3c1CCC3)CCCC2
→ 2	-14
COc1ccccc1N(CC(=O)NC1CCCCC1)C(=O)CCC(=O)Nc1ccccn1
→ 10	-4
CN(C)c1ccc(C(CNC(=O)c2ccc(-c3ccccc3)cc2)N2CCOCC2)cc1 (stereo not given)
→ 6	-5
Cc1cccc(C(=O)NNC(=O)c2ccc(Br)cc2)c1
→ -9	-5
C[C@@H]1CN([C@H](C)CO)S(=O)(=O)c2ccc(C#Cc3ccccc3F)cc2O[C@@H]1CN(C)C(=O)Cc1ccccc1
→ 32	1
Cc1cc(C)n2nc(S(=O)(=O)N(C)c3ccccc3)nc2n1
→ 26	-4
CCOC(=O)c1cnc2ccc(F)cc2c1Nc1ccc2c(c1)OCCO2
→ -29	-2
Cc1ccc2c(c1)[C@H]1[C@H](CO2)[C@H](c2ccccc2)[C@]2(C)C(=O)Nc3cc(Cl)ccc3C(=O)N12
→ 12	1
COC(=O)[C@H](Cc1ccccc1)NC(=O)Nc1ccc(OC)cc1
→ -3	11
CCOC(=O)c1c(C)n(C)c2ccc(O)c(CN(CC)CC)c12
→ 16	3
COCCN(C)C(=O)CC1C(=O)NCCN1CC(c1ccccc1)c1ccccc1 (stereo not given)
→ -20	16
O=C(COC(=O)C1c2ccccc2Oc2ccccc21)NC1CCS(=O)(=O)C1 (stereo not given)
→ 19	-8
NC(=S)N=Nc1c(O)n(C2OC(=O)c3ccccc32)c2ccccc12 (stereo not given)
→ -16	2
O=C(COC(=O)c1ccc(S(=O)(=O)N2CCOCC2)cc1)NCc1cccs1
→ -13	-3
CC1=C(C(=O)Nc2ccccn2)C(c2ccc(Cl)cc2)NC(=S)N1 (stereo not given)
→ -1	8
Cc1cc2cc(CNC(=O)C3CC3)ccc2n1C
→ 3	8
Cc1ccc(NC(=O)c2c(O)c3ccccc3n(C)c2=O)nc1
→ 9	0
COc1ccc(N2CCN(S(=O)(=O)c3cccs3)CC2)cc1
→ -13	6
CS(=O)(=O)N1CCN(c2ccc(NC(=O)CSc3nnc(-c4ccco4)o3)cc2)CC1
→ 0	-1
COc1ccc(CC(=O)NNC(=S)Nc2ccccc2)cc1Cl
→ 9	-4
COc1cc(S(=O)(=O)NCCCn2ccnc2)ccc1F
→ -10	8
CC(C)n1cc(C(=O)N2CCCC(N3CCN(c4ccc(F)cc4)CC3)C2)cn1 (stereo not given)
→ 26	1

Following part
Sequence of screens – H9c2 TAG inh	H9c2 TAG inh DAPI viability
Fc1ccc(Cn2nnnc2CN2CCN(C3CCCC3)CC2)cc1
→ 5	-3
Cc1ccc2[nH]c(=O)c(CN(C(=O)c3cccc([N+](=O)[O-])c3)C(C)C)cc2c1
→ -6	10
COC(=O)Cc1ccc(OC(=O)c2cccc(S(=O)(=O)N3CCN(C)CC3)c2)cc1
→ -2	-2
Cc1ccc(S(=O)(=O)N2CCC(C(=O)OCC(=O)N(C)c3ccccc3)CC2)cc1C
→ -2	1
CC(/C=N/NC(=O)Cn1nnc(N)n1)=C\c1ccc(C(C)C)cc1
→ 12	1
CCOC(=O)N1CCN(Cc2cn[nH]c2-c2cccc3ccccc23)CC1
→ -6	1
CCCN(CC(=O)Nc1ccccc1OC)C(=O)c1cccc(S(=O)(=O)NCc2ccccc2)c1
→ -3	-4
CC1=C(C(=O)N2CCCC(N3CCN(c4cccc(C(F)(F)F)c4)CC3)C2)OCCO1 (stereo not given)
→ -7	3
CC(=O)N1CCN(C(=S)Nc2ccc(Oc3ccccc3)cc2)CC1
→ 6	-6
CC(C)(C)c1cc(NC(=O)COC(=O)c2ccc3c(=O)n4c(nc3c2)CCC4)n(-c2ccccc2)n1
→ -11	-6
O=C(NC1CCCCCC1)c1cc(S(=O)(=O)N2CCOCC2)ccc1N1CCCCC1
→ 8	-2
CC(C)(C)OC(=O)N1CCC(Cc2cc(-c3ccc(Cl)cc3)no2)(C(=O)O)CC1
→ -5	0
CN(c1ccccc1)c1nccc(=O)[nH]1
→ 3	10
C#CCOCCOCCOCCNc1nc(N2CCN(C(=O)[C@H](CCC(=O)O)n3cc(C(N)CO)nn3)CC2)nc(N2CCN(C(=O)[C@H](CCC(=O)O)n3cc(C(N)[C@H](C)CC)nn3)CC2)n1 (stereo not given in full)
→ -5	-1
CC(=O)OCC1(O)CC23CCC4c5ccoc5CCC4(C)C2CCC1C3 (stereo not given)
→ 5	1
CC(=O)c1cccc(NS(C)(=O)=O)c1
→ -4	-2
COc1ccc(-c2csc(C)n2)cc1Br
→ -3	-7
CCCCNC(=O)CCCn1c(=O)[nH]c2ccc(Br)cc2c1=O
→ 18	-5
COc1cccc(NC(=O)C2CCCN(S(=O)(=O)c3cccc4cccnc34)C2)c1 (stereo not given)
→ 10	2
Cc1ccc(NC(=O)NCCc2ccc(S(N)(=O)=O)cc2)cc1
→ 40	-13
COc1ccccc1CNC(=O)CS(=O)(=O)Cc1ccccc1
→ -11	7
COc1ccc(NC(C)=O)cc1S(=O)(=O)Nc1ccc2c(c1)OCCO2
→ -6	8
N#Cc1ccc(OCC(=O)Nc2ccc3[nH]c(=O)[nH]c3c2)cc1
→ -14	1

Of the compounds above, 4 have a furan ring, fused or not.
Sequence of screens – H9c2 TAG inh	H9c2 TAG inh DAPI viability
CCOc1ccc(S(=O)(=O)Nc2cccc(C(=O)NCC(c3ccco3)N3CCCC3)c2)cc1 (stereo not given)
→ 3	-1
CN(C)S(=O)(=O)c1cccc(NC(=S)NCc2ccco2)c1
→ -55	5
CS(=O)(=O)N1CCN(c2ccc(NC(=O)CSc3nnc(-c4ccco4)o3)cc2)CC1
→ 0	-1
CC(=O)OCC1(O)CC23CCC4c5ccoc5CCC4(C)C2CCC1C3 (stereo not given)
→ 5	1
